Screens: PubChem, The Scripps Research Institute Molecular Screening Center
DAGLB inhibitor = diacylglycerol lipase beta (human) inhibition | 340,000 tested, 0.059% active | HEK293T DAGLB membrane lysate, EnzChek fluorogenic substrate | inhibition, % at 5.17 µM | Q8NCG7 | AID 504411; in the data active = inhibition above about 34%;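 also: 0% = enzyme with vehicle and 100% = wells lacking enzyme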
Target sequence (Q8NCG7 whole entry, looked up): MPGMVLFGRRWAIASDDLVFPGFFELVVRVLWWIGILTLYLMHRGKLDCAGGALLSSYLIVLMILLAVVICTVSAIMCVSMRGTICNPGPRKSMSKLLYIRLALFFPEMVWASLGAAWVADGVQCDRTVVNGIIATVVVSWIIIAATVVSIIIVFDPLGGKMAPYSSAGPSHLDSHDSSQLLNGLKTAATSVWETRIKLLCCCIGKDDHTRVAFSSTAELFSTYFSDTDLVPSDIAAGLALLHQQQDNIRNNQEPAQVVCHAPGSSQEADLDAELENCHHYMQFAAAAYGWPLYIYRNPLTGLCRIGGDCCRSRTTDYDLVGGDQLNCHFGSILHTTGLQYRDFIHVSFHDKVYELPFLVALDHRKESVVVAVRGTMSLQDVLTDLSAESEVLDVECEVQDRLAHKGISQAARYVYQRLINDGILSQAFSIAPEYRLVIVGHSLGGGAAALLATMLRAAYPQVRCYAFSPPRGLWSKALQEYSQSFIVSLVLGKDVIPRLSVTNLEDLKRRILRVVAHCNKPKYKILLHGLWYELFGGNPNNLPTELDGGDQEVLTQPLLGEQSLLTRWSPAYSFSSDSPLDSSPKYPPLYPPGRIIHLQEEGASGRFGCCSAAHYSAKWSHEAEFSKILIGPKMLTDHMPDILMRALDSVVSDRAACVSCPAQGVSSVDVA
PKA-R1A activ = activates the PKA-R1A holoenzyme complex. P00514+P68181. AID 504707. 340,000 tested, 0.083% active. PKA-R1A dissociation, Cy5-IP20 fluorescence polarization; scaled: DMSO 0%, 113 µM cGMP 100%. activation, % at 11.4 µM;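 active = percent activation above the mean of all tested compounds plus 3 SD, cut at about 19% in these data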;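 also: higher means more PKAc released from R1A so a rise in polarization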
PKA-R2B activ = activates the human PKA-R2B holoenzyme complex | P22694+P31323 | PKA-R2B holoenzyme dissociation, Cy5-IP20 fluorescence polarization; R2B truncated from residue 108, S112A mutant; 0% DMSO only, 100% 113 µM cGMP | activation, % at 11.4 µM | 340,000 tested, 0.079% active;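 active = activation above a cutoff set at the mean over all compounds plus 3 SD, cut at about 18% in these data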;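 also: higher means more holoenzyme dissociation and a rise in polarization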
Target sequence (P31323 whole entry, looked up, other chains not shown, the tested form may be a part): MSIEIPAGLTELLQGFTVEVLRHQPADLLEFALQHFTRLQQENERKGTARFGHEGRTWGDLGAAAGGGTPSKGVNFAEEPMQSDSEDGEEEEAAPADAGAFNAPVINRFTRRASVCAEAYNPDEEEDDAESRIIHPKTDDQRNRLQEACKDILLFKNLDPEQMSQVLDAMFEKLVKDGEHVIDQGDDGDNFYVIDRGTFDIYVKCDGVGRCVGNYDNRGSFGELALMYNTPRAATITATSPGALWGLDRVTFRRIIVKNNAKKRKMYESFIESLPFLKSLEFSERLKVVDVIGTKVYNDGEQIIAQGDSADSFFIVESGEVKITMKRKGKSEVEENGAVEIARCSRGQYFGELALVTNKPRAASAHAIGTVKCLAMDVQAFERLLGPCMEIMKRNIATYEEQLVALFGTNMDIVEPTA
phage Ecoli inh = E. coli growth loss with phage present; growth absorbance; inhibition, % at 11.9 µM; 360,000 tested, 0.26% active; in the data active = inhibition above about 11%
* = called active by the depositor. A portion of the library. The share of hits here may be higher or lower than overall.

SMILES | DAGLB inhibitor | PKA-R1A activ | PKA-R2B activ | phage Ecoli inh
COc1cc(Cl)c(C)cc1NC(=O)c1ccccc1NC(=O)CN1CCN(C(C)=O)CC1 | 1 | 1 | -12 | 3.5
Cc1noc(NS(=O)(=O)c2ccc(NC(=O)/C=C/c3ccc(Cl)cc3Cl)cc2)c1C | 9 | -4 | -1 | 4.6
CCOC(=O)C1=C(COC(=O)/C=C/c2ccc(F)cc2)NC(=O)NC1C (centres undefined) | -3 | 3 | 0 | 1.9
C[C@H]1CN(CCc2ccccc2)C(=O)[C@@H]1CC(=O)Nc1ccc(Br)cc1 | -5 | -12 | -3 | -0.4
CN(Cc1c(C(=O)N/N=C/c2c(F)cccc2Cl)nnn1-c1nonc1N)C1CCCCC1 | -3 | -1 | 4 | 3.2
COc1ccc(CN(C)C[C@@H]2OCCCC[C@@H](C)Oc3ccc(N(C)C)cc3C(=O)N([C@H](C)CO)C[C@@H]2C)cc1 | -2 | 4 | 10 | 4.2
O=C1C(=Cc2cccc(O)c2O)SC(=S)N1CCCN1CCOCC1 | 8 | -5 | -4 | 2.0
CC(=NNS(=O)(=O)c1ccc(C)cc1)c1ccncc1 | -3 | 3 | 6 | 0.8
CC(C)N1CC2(CC(c3ccccc3C(F)(F)F)=NO2)CN1C(=O)c1ccc(C(C)(C)C)cc1 (centres undefined) | -9 | -7 | -3 | 0.6
Cc1ccc(C(=O)N[C@H](C(=O)Nc2cccc(S(=O)(=O)N3CCOCC3)c2)C(C)C)cc1 | -1 | 2 | -3 | 2.2
CCOC(=O)C1CCN(C(=O)c2ccc3c(=O)n4nc(Nc5ccccc5)sc4nc3c2)CC1 | 0 | -5 | -7 | 0.0
Cc1cccc(C)c1NC(=O)c1cc(S(=O)(=O)N2CCC3(CC2)OCCO3)ccc1F | 0 | -2 | -12 | 3.0
Cc1cc(OCC(=O)Nc2c(C(C)C)cccc2C(C)C)no1 | -5 | 6 | 3 | 4.2
Cc1ccccc1NC(=O)Cc1nc(COC(=O)/C=C/c2ccc(F)cc2)cs1 | -5 | 5 | -3 | 4.2
CCOc1ccc(C(=O)N[C@H](C(=O)NC2CCCCC2)C(C)C)cc1 | -8 | -3 | -4 | -0.3
O[C@@H]1CN(CC2CCCCC2)[C@@H](c2ccccc2)C[C@H]1n1cc(C2CC2)nn1 | -3 | -1 | 2 | 0.1
C[C@H](CO)N1C[C@H](C)[C@@H](CN(C)C(=O)Nc2ccc(F)cc2)Oc2cc(Br)ccc2S1(=O)=O | 2 | -17 | -11 | -0.4
COc1ccc(S(=O)(=O)N(C)[C@H]2C[C@H]3c4cc(Oc5ccccc5C)ccc4CCN3C(=O)[C@H]2[C@H](C)O)cc1 | -1 | -9 | -1 | 1.0
CCOc1ccccc1CNC(=O)C1CCN(S(=O)(=O)N2CCC(C)CC2)CC1 | -4 | 5 | 7 | 0.3
COC(=O)C[C@H]1C[C@H]2c3cc(NC(=O)C4CCOCC4)ccc3O[C@H]2[C@H](CO)O1 | -1 | -1 | 4 | 0.2
C[C@H](CO)N1C[C@H](C)[C@@H](CN(C)C(=O)Nc2ccccc2F)OCc2cnnn2CCCC1=O | -3 | 1 | 0 | 0.1
O=C(c1ccccc1)c1ccc(N2CCN(C(=O)c3ccc(F)cc3F)CC2)c(F)c1 | -5 | -7 | 2 | 0.3
COCOCCn1cc(CN2CCS(=O)(=O)N(Cc3ccc(-c4cccc(N(C)C)c4)cc3)C(CC(C)C)C2=O)nn1 (centres undefined) | -1 | 8 | 4 | -0.9
CN1CCn2cnc(C(=O)N[C@@H](Cc3ccccc3)C(=O)OC(C)(C)C)c2C1=O | 2 | -5 | -8 | 2.9
CN(c1ccccc1)S(=O)(=O)c1ccc(C(=O)NCc2cccnc2)cc1 | -4 | 3 | -3 | 0.2
SMILES | DAGLB inhibitor | PKA-R1A activ | PKA-R2B activ | phage Ecoli inh
COc1ccc(CN2CCNC(=O)C2CC(=O)N(C)C2CCCCC2)cc1OC (centres undefined) | 2 | 2 | -4 | 1.2
Cc1cc(C)c2c(=O)n(CC(=O)N3CCN(c4ccccc4)CC3)ccc2n1 | 0 | -9 | 2 | 3.1
O=C(NCCNC(=O)c1ccc(-c2cc(Cl)ccc2Cl)o1)c1cnccn1 | -4 | 4 | -10 | 3.5
Cn1ncc([N+](=O)[O-])c1C(=O)Nc1cc(Cl)ccc1Cl | -1 | -8 | -4 | 2.9
CN(CC(=O)Nc1ccc(Cl)c(Cl)c1)C(=O)c1ccccc1SCC(=O)N1CCCC1 | 1 | 6 | -5 | 2.7
Cc1ccc(S(=O)(=O)N(C)C[C@H]2Oc3ncc(Br)cc3C(=O)N([C@H](C)CO)C[C@@H]2C)cc1 | -2 | -10 | -12 | 2.2
Cc1ccc(C=Cc2ccccn2)cc1 | -4 | 8 | 8 | 3.0
C[C@@H]1CN([C@H](C)CO)S(=O)(=O)c2ccc(Br)cc2O[C@H]1CN(C)C(=O)Cc1ccccn1 | -1 | -4 | 14 | 3.7
CCCNC(=O)N(C)C[C@H]1Oc2ncc(C#CCc3ccccc3)cc2C(=O)N([C@H](C)CO)C[C@H]1C | 0 | 3 | -1 | 0.7
C[C@H](CO)NC(=O)c1nc[nH]c1C(=O)N[C@H](C)c1ccccc1 | -3 | 3 | 9 | 0.0
O=C(C[C@@H]1C[C@@H]2c3cc(NS(=O)(=O)c4ccc(F)cc4)ccc3O[C@@H]2[C@H](CO)O1)N1CCc2ccccc2C1 | -4 | -20 | -5 | 1.2
Cc1cccc(OC(=O)c2ccc3c(=O)n4c(nc3c2)CCC4)c1 | -8 | 4 | -7 | 3.8
COc1ccc(S(=O)(=O)N2CCC(C(=O)N[C@@H](C)C(=O)NCc3cccnc3)CC2)cc1 | 0 | -3 | -2 | 3.4
COc1ccccc1S(=O)(=O)N(C)C[C@H]1OCc2cnnn2CCCC(=O)N([C@@H](C)CO)C[C@@H]1C | 2 | -7 | 9 | 4.7
O=C(c1cccs1)N1C[C@@H](n2cc(-c3ccc(F)cc3)nn2)[C@H](O)C[C@@H]1c1ccc(Cl)cc1 | -2 | 5 | 3 | 1.0
CCN(CC)C(=O)C1=C(C)N(CCCOC)C(=O)C(CC(=O)NCCN2CCOCC2)C1 (centres undefined) | -2 | -6 | 1 | 2.0
C[C@H]1CN([C@@H](C)CO)C(=O)c2cc(-c3cccc(C(=O)N(C)C)c3)cnc2O[C@H]1CN(C)C(=O)Cc1ccccn1 | 1 | -5 | -9 | 1.0
Clc1ccc(-c2nc3c4ccccc4ccn3c2Cc2ccccc2)cc1 | -10 | 7 | 3 | 1.6
Cc1ccc(Cc2c(-c3ccc(Cl)cc3)nc3cc(C)ccn23)cc1 | -8 | -9 | 3 | -1.0
CCN(CC)S(=O)(=O)c1ccc(N2CC(C(=O)NCc3ccco3)CC2=O)cc1 (centres undefined) | 0 | 1 | 6 | 1.7
CC1C(=O)N(Cc2cn(Cc3ccco3)nn2)CCS(=O)(=O)N1Cc1ccc(-c2cccc(CO)c2)cc1 (centres undefined) | -2 | -9 | -6 | -0.1
CCCCCC(=O)N1C[C@@H](n2cc(-c3ccc(F)cc3)nn2)[C@H](O)C[C@@H]1c1ccc(Cl)cc1 | -6 | -9 | -3 | 1.5
C[C@H]1CN([C@@H](C)CO)C(=O)c2cc(C#Cc3ccccn3)cnc2O[C@@H]1CN(C)Cc1ccccc1 | 1 | -2 | 7 | 4.8
O=C(NCCS(=O)(=O)N1CCN(c2ccccc2)CC1)c1cc(=O)c2ccccc2o1 | 1 | 3 | -13 | 1.8
CCN(c1ccccc1)S(=O)(=O)c1ccc(Cl)c(C(=O)Nc2ccncc2)c1 | -5 | -2 | 0 | 4.1
SMILES | DAGLB inhibitor | PKA-R1A activ | PKA-R2B activ | phage Ecoli inh
COc1ccc(OCCOC(=O)CNC(=O)c2ccc(F)cc2)cc1 | 0 | 7 | 2 | 4.1
CN(c1ccc(C(=O)NCC2CCCO2)cc1)S(=O)(=O)c1ccc(Cl)cc1 (centres undefined) | -3 | -3 | 0 | 0.6
COc1ccc(S(=O)(=O)N2CCCC(C(=O)N3CCN(Cc4ccccc4)CC3)C2)cc1Cl (centres undefined) | -1 | 7 | 1 | 0.6
CCCCCC(=O)N1C[C@@H](O)[C@H](n2cc(-c3ccc(F)cc3)nn2)C[C@@H]1c1ccccc1 | -6 | -9 | 8 | 4.3
N#Cc1ccc(Cl)cc1NC(=O)CN1C(=O)C(=O)N(CCC2=CCCCC2)C1=O | -3 | -4 | -7 | 2.1
CC1(C)CC(=O)C=C(c2n[nH]nc2-c2ccc(F)c(F)c2)C1 | -1 | -8 | 0 | 3.2
COc1ccc(C(=O)N2CCN(S(=O)(=O)c3ccc4c(c3)OCCO4)CC2)cc1 | -5 | -3 | -8 | 1.2
O=C(NC1CC1)c1ccccc1 | -2 | 4 | 3 | 1.9
CC(C)COC(=O)N(C)C[C@@H]1OCc2cnnn2CCCC(=O)N([C@@H](C)CO)C[C@@H]1C | -3 | -8 | 3 | 4.8
CCN(c1ccccc1)S(=O)(=O)c1ccc(C(=O)N2CCN(c3ccccc3F)CC2)cc1 | -5 | 8 | 0 | 0.9
O=C1CSC(=S)N1N=Cc1ccc(OCc2ccccc2)cc1 | -11 | 8 | -7 | 3.2
CC(=O)c1ccc(N2CCN(C(=O)COc3ccc4ccccc4c3)CC2)cc1 | 3 | -4 | 3 | 2.8
COc1ccccc1C(=O)NCCCNc1nc2cc(C)cc(C)c2cc1C#N | -6 | 3 | -7 | 1.2
O[C@@H]1CN(Cc2cccs2)[C@@H](c2ccccc2)C[C@H]1n1cc(-c2ccc(F)cc2)nn1 | 3 | -13 | 0 | -0.1
O=C(Nc1ccn(CCCN2CCN(Cc3cccc4ccccc34)CC2)c(=O)n1)OCc1ccccc1 | -1 | 1 | -1 | 0.6
Cc1cc(C)c(C(=O)COC(=O)c2cccc(S(=O)(=O)N3CCOCC3)c2)cc1C | -13 | -3 | 0 | -0.8
CCOC(COC(=O)c1ccccc1C(=O)O)c1ccccc1 (centres undefined) | -6 | -6 | -15 | -0.1
CCCn1c(CC)nc([N+](=O)[O-])c1Sc1ncn[nH]1 | -1 | -18 | -3 | 3.0
Cc1ccc(S(=O)(=O)N2C[C@]3(O)C[C@@H]4C(=O)N(c5ccccc5)C(=O)[C@@H]4C[C@]3(OC(=O)NC3CCCC3)C2)cc1 | -1 | -1 | -13 | 2.0
C[C@@H]1CN([C@H](C)CO)C(=O)CCCn2nncc2CO[C@H]1CN(C)C(=O)CCC(F)(F)F | -2 | 1 | -1 | 0.7
O=S1(=O)CCN(CCCCc2ccccc2)CC1 | 0 | 3 | 7 | 0.3
CCN(C(=O)CN1C(=O)NC2(CCC(C)CC2)C1=O)C1CCCCC1 (centres undefined) | -1 | 8 | 1 | 3.9
COCCN(C(=O)COC(=O)C1CC(=O)N(c2ccc(C)cc2)C1)c1c(N)n(Cc2ccccc2)c(=O)[nH]c1=O (centres undefined) | -1 | 14 | 8 | 2.1
COc1ccccc1NC(=O)N(C)C[C@H]1Oc2cc(Br)ccc2S(=O)(=O)N([C@H](C)CO)C[C@H]1C | -2 | 4 | -6 | 3.1
COc1cc(NCCCn2cnc3c(OC)ncnc32)cc(OC)c1OC | -4 | 9 | 2 | 3.4
COc1c(Cl)c(=O)oc2ccc(Cl)cc12 | -10 | 3 | 3 | 4.2
O=C(NN=Cc1ccc2c(c1)CCN2)c1cccs1 | -7 | 0 | -9 | 5.0

A different layout for part of the listing above.
| SMILES | DAGLB inhibitor | PKA-R1A activ | PKA-R2B activ | phage Ecoli inh |
| --- | --- | --- | --- | --- |
| CCOC(COC(=O)c1ccccc1C(=O)O)c1ccccc1 (centres undefined) | -6 | -6 | -15 | -0.1 |
| CCCn1c(CC)nc([N+](=O)[O-])c1Sc1ncn[nH]1 | -1 | -18 | -3 | 3.0 |
| Cc1ccc(S(=O)(=O)N2C[C@]3(O)C[C@@H]4C(=O)N(c5ccccc5)C(=O)[C@@H]4C[C@]3(OC(=O)NC3CCCC3)C2)cc1 | -1 | -1 | -13 | 2.0 |
| C[C@@H]1CN([C@H](C)CO)C(=O)CCCn2nncc2CO[C@H]1CN(C)C(=O)CCC(F)(F)F | -2 | 1 | -1 | 0.7 |
| O=S1(=O)CCN(CCCCc2ccccc2)CC1 | 0 | 3 | 7 | 0.3 |
| CCN(C(=O)CN1C(=O)NC2(CCC(C)CC2)C1=O)C1CCCCC1 (centres undefined) | -1 | 8 | 1 | 3.9 |
| COCCN(C(=O)COC(=O)C1CC(=O)N(c2ccc(C)cc2)C1)c1c(N)n(Cc2ccccc2)c(=O)[nH]c1=O (centres undefined) | -1 | 14 | 8 | 2.1 |
| COc1ccccc1NC(=O)N(C)C[C@H]1Oc2cc(Br)ccc2S(=O)(=O)N([C@H](C)CO)C[C@H]1C | -2 | 4 | -6 | 3.1 |
| COc1cc(NCCCn2cnc3c(OC)ncnc32)cc(OC)c1OC | -4 | 9 | 2 | 3.4 |
| COc1c(Cl)c(=O)oc2ccc(Cl)cc12 | -10 | 3 | 3 | 4.2 |
| O=C(NN=Cc1ccc2c(c1)CCN2)c1cccs1 | -7 | 0 | -9 | 5.0 |
